SR-BI uptake up – enhances SR-BI lipid uptake from DiI-HDL; CHO ldlA[mSR-BI] cells, DiI-HDL uptake fluorescence, 3 h; 100 = double the neutral-control signal; 320,000 tested, 0.096% active; activation, % at 12.5 µM;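 active = mean replicate activation of at least 60% and every replicate at or above 60%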;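 also: 0% = median plate neutral-control signal and 100% = twice that signal; values of inactives mirror those of a sister screen read the other way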
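Test system: SR-BI-overexpressing, LDLR-lacking CHO cells; Medium: Ham's F12 with 0.5% BSA, HEPES 25 mM, pH 7.4; Schedule: 3 h, 37 °C; Technique: bottom-read fluorescence, 550/595 nm.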
MITF act – activators of MITF-driven TRPM1 promoter activity in SK-MEL-5 cells; activation, % at 12.5 µM; SK-MEL-5 TRPM1-promoter luciferase, 24 h; % of positive control, neutral wells = 0; AID 588334; 300,000 tested, 0.75% active;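 active = mean activation of at least 80% with every replicate also reaching 80%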;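 also: 0% = neutral control wells and 100% = parthenolide positive control wells; values of inactives mirror those of a sister screen read the other way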
SR-BI HDL uptake – inhibitors of mouse SR-BI mediated HDL lipid uptake; 320,000 tested, 0.96% active; inhibition, % at 12.5 µM; Q61009; ldlA[mSR-BI] CHO cells, DiI-HDL uptake fluorescence, 3 h; AID 488896;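 active = mean replicate inhibition of at least 70% and a set share of replicates each scoring 70 or more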;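 also: 0% = median of neutral control wells and 100% = median of positive control wells; values of inactives mirror those of a sister screen read the other way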
cardiac RTF act – cardiac RTF calcium sensitization; IANBD-labeled TnC RTF fluorescence at EC20 calcium; 0% EC20 calcium, 100% full calcium; activation, % at 7.2 µM; 340,000 tested, 0.24% active;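 active = activation above the mean over all tested compounds plus 3 SD, cut at about 30% in these data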;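 also: rise in fluorescence read as greater calcium sensitivity of cardiac thin filaments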
CDK5 p35 inh – inhibitors of human CDK5/p35 kinase; Recombinant CDK5/p35, ADP-Glo luminescence, 60 min; inhibition, % at 10 µM; 330,000 tested, 0.01% active; AID 488839;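 active = highest replicate inhibition of at least 50% and at least 75% of replicates reaching 50%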;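 also: plate controls were DMSO neutral control for no effect and GW8510 at 10 µM for full effect; many of its hits are not listed in these tables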
Target sequence (Q00535 whole entry, looked up): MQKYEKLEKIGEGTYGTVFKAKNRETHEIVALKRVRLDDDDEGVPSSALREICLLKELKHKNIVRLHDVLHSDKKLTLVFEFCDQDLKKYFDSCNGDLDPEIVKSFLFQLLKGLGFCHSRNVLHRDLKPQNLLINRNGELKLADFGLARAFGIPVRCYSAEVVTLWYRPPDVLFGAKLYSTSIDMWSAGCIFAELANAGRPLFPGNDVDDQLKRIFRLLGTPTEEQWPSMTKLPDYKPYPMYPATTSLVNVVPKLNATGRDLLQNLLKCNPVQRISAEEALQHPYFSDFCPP
Target sequence (Q15078 whole entry, looked up): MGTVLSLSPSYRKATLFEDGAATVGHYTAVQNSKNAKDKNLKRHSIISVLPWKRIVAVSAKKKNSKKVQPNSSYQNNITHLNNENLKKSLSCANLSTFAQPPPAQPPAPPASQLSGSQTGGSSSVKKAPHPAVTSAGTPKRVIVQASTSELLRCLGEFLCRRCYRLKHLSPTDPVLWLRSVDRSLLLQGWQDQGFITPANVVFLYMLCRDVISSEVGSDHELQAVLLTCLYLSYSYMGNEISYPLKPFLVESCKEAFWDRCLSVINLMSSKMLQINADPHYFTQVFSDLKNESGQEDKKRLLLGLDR
Wnt bcat act – activators of Wnt/beta-catenin signaling; Wnt/beta-catenin reporter cell assay, activator, plate reader; activation, % at 9.35 µM; 300,000 tested, 1.2% active; in the data active = activation above about 30%, passing the limit was not always enough;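 also: 0% = neutral control wells and 100% = positive control wells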
PvdQ inh – P. aeruginosa PvdQ acylase inhibition; purified PvdQ acylase, fluorescence plate reader; inhibition, % at 10 µM; 340,000 tested, 0.063% active; AID 488965; in the data active = inhibition above about 30%, passing the limit was not always enough;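 also: 0% = vehicle neutral wells and 100% = reference inhibitor wells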
dFosB activator – activators of mouse delta FosB homodimer | P13346 | purified delta FosB, TAMRA-CDK5 oligo fluorescence polarization; percent of positive-control signal above neutral wells | activation, % at 25 µM | 340,000 tested, 0.99% active;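 active = mean activation above about 17%, with every replicate also reaching it, limit read from the data, passing the limit was not always enough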;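 also: fluorescence polarization rise as delta FosB binds a TAMRA Cdk5 AP-1 oligo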
Target sequence (P13346 whole entry, looked up): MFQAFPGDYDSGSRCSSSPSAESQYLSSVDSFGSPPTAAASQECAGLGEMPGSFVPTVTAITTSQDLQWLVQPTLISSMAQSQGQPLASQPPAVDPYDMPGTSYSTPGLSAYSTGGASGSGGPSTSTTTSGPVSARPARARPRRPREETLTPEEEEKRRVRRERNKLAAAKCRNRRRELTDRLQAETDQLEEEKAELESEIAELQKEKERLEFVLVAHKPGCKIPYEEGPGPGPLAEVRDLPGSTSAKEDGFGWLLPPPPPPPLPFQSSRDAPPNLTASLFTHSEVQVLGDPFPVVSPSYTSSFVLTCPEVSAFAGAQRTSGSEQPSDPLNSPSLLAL
Rtt109 Vps75 – C. albicans Rtt109 histone acetyltransferase inhibition | Q5AAJ8 | purified Rtt109/Vps75, ThioGlo CoA-SH fluorescence, 4 h | inhibition, % at 34.9 µM | 330,000 tested, 0.16% active | AID 540336;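 active = inhibition of at least 50% in every replicate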
HTR5A ag ctr – HTR5A agonism, opioid heterodimer counter-screen; P47898; AID 504692; activation, % at 9.3 µM; 340,000 tested, 0.61% active; HTR5A agonist assay, luminescence, cell-based; in the data active = activation mostly above about 9.5%, no sharp cut-off; inactive = mostly below about 7.6%;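 also: 0% = cells with vehicle only and 100% = reference agonist; strong numbers were not always called active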
Active calls of the source: *; x = not tested or not shown; & = joins results of further samples.

SMILES	SR-BI uptake up	MITF act	SR-BI HDL uptake	cardiac RTF act	CDK5 p35 inh	Wnt bcat act	PvdQ inh	dFosB activator	Rtt109 Vps75	HTR5A ag ctr
CCCCn1c(N)c(N(CC(C)C)C(=O)CSc2nnc(C)n2-c2ccc(OC)cc2)c(=O)[nH]c1=O	11	3	-11	-19	0.6	0	-8	8	-7	-1
Cc1cc(OCc2cccc(Cl)c2)c(C)cc1CN1CCOCC1	-34	44	34	5	-0.4	11	-14	-11	-4	3
Cc1oc2ccccc2c1CNC(=O)N(C)C	23	x	-23	13	0.0	-2	4	-9	12	-3
O=C(Nc1ccc(S(=O)(=O)N2CCOCC2)cc1)c1ccc([N+](=O)[O-])s1	-9	-83	9	-4	0.8	-12	1	-9	13	3
CCOC(=O)c1sc(NC(=O)c2ccc(S(=O)(=O)N(C)C)cc2)cc1C	-13	x	13	1	1.8	-14	-5	-9	-8	0
O=C(c1ccccc1)c1sc(N2CCOCC2)nc1-c1ccccc1	-17	0	17	-2	-0.6	-1	-4	-4	x	3
CCOc1ccc(NC(=O)CN(C)C(=O)/C=C/c2ccc(S(=O)(=O)N3CCCCCC3)cc2)cc1OCC	-57	-13	57	-22	1.0	-14	6	-5	15	-2
CC(NS(=O)(=O)c1ccc2c(c1)CC(C)N2C(=O)C1CC1)c1ccccc1 (stereo not given)	-20	-2	20	-1	-1.4	0	-1	-6	9	3
Cc1ccc(C(=O)O/N=C(\N)c2ccccc2)c(Cl)c1	-3	x	3	0	15	-11	-13	-4	-8	0
Cc1cc2nc(/N=C(\N)NC(=O)N3c4ccccc4Sc4ccccc43)nc(C)c2cc1C	-26&5	22&1	26&-5	6&-2	-1.0&0.5	-8	-13&5	1&-12	5&-5	4&1
C=CCn1c(SCC(=O)N2CCc3ccccc3C2)nnc1-c1ccncc1	5	7	-5	-4	0.6	x	4	-1	-7	4
Cc1cccc(CSc2ccc3nnc(-c4cccnc4)n3n2)c1	-15	6	15	12	-1.8	-1	-11	-7	-14	-5
COc1ccc2c(c1OC)C(=O)OC2CC(=O)c1ccc2c(c1)OCO2 (stereo not given)	13	1	-13	-5	-1.9	x	8	-14	28	-5
CCCCCCCCN1[C@@H](CC(C)=O)c2cc(C(F)(F)F)ccc2S1(=O)=O	5	0	-5	-2	0.0	-1	-5	0	-2	-1
CSC1=Nc2sc3c(c2C2=NCCN12)CC(C)(C)OC3	22	7	-22	10	1.5	4	-8	-1	6	4
Cc1cnc(C(=O)Nc2nnc(C)s2)cn1	11	9	-11	-1	1.2	2	-8	-4	-1	4
CC(CN1C(C)CCCC1C)OC(=O)c1ccc(Cl)cc1Cl (stereo not given)	-7	6	7	2	0.5	4	-9	-4	-15	0
CCC(C)[C@H]1COCCS(=O)(=O)N1Cc1ccc(Cl)cc1Cl (stereo not given in full)	-10	-4	10	-3	-3.3	-5	7	6	16	-2
Cc1ccc(-c2csc3n[nH]c(=S)n23)cc1	10	-18	-10	2	3.9	x	1	-3	-9	-7
Cc1cnc(C(=O)OCC(=O)Nc2ccc(Br)c(C)c2)cn1	6	-10	-6	-4	-1.5	-1	-4	-6	-11	7
O=C(CNC(=O)c1ccccc1)NCC(=O)OCc1ccc(Cl)cc1	1	-5	-1	0	3.2	-6	-13	0	1	-3
CCn1c(=O)c2cc(C(=O)N3CCOCC3)sc2c2ccccc21	-41	x	41	8	-2.2	1	-5	-22	-7	-4
CC(C)(C)CC(=O)Nc1cc2c3c(c1)CC(=O)N3CCC2	-11	7	11	7	-5.2	0	-3	-1	-9	3
CC1CN(S(=O)(=O)c2ccc(C(=O)Nc3ccc(S(=O)(=O)Nc4nccs4)cc3)cc2)CC(C)O1 (stereo not given)	5	1	-5	3	-1.3	-2	-12	-7	0	0
CCn1c(SCC(=O)Nc2ccc(OC)cc2)nc2c(c1=O)SCC2	10	-5	-10	1	-1.1	-1	13	-3	0	4
CC(C)c1nc2sc3c(NCc4ccccc4)ncnc3c2c2c1COC(C)(C)C2	-47	-3	47	7	-1.1	x	-13	6	5	4
OCC[C@H]1C[C@@H](O)[C@H](O)[C@]2(OCCCc3ccccc32)O1	-7	8	7	3	0.0	12	-5	-2	4	3
CCCCN1C2CCCC1CC(NC(=O)c1ccc(OC)c(OC)c1)C2 (stereo not given)	-1	5	1	-4	0.3	-7	-13	-9	3	5
O=C(N[C@H]1C/C=C\C[C@@H](CC(=O)N(CCO)Cc2ccccc2)C(=O)N2CCC[C@@H]2COC1=O)OCC1c2ccccc2-c2ccccc21	-6	-14	6	5	0.5	x	7	-9	0	-4
CCN(C(=O)C(C)Sc1ccc(S(=O)(=O)N2CCN(C)CC2)cn1)c1ccccc1 (stereo not given)	26	-2	-26	3	1.6	-1	-7	1	-3	3
Nc1nc2ccccc2nc1N	12	-5	-12	2	-0.7	-4	-9	-8	-1	-3
CC(C)=CCN1CCN(Cc2ccc3nsnc3c2)CC1CCO (stereo not given)	22	-6	-22	3	0.0	-2	-18	-7	-2	-4
CCCCOc1ccc(C(=O)OCC(=O)NC2CCCC2)cc1	15	2	-15	-3	1.1	-1	-5	-15	-1	-1
Cn1cnnc1SCc1ccc(C(=O)N=Nc2c(O)n(C)c3ccccc23)cc1	-33	0	33	-2	-2.8	1	5	-6	3	4
CC(Oc1ccccc1F)C(=O)NNC(=O)C1CC(=O)N(c2ccc3c(c2)OCCO3)C1 (stereo not given)	7	0	-7	-7	0.2	0	-6	3	-9	9
COc1ccc(/C=N/N2C(=O)CSC2=S)cc1	-4	11	4	3	3.0	x	3	0	-1	-2
CCCCn1c(N)c(-c2nc3ccccc3s2)c2c([N+](=O)[O-])nn(CC)c(=O)c21	-67	18	67	-4	2.9	x	2	0	-6	-2
Cc1cccc(NC(=O)C2CCN(S(=O)(=O)c3cccc4nonc34)CC2)c1	x	-4	x	-4	0.4	-2	7	-2	10	2
CCOc1ccccc1C(=O)N1CCN=C1SCc1cccnc1	-14	7	14	6	-1.7	-5	-17	-1	5	1
CCCCNC(=O)c1ccc(CS(=O)(=O)Cc2ccccc2F)o1	x	18	x	-4	0.5	0	-7	-1	0	1
Cc1ccc(-c2noc(C3CCCN(C(=O)c4c(F)cccc4F)C3)n2)cc1 (stereo not given)	-7	-5	7	2	-0.2	x	-6	-15	1	1
Cc1ccccc1-c1n[nH]c(=S)n1/N=C/c1ccc(-c2ccccc2Br)o1	6	-10	-6	13	-3.9	0	-8	4	1	-1
CC1(C)CC(NC(=O)CCC2CCCC2)CC(C)(C)N1	21	6	-21	0	-0.2	x	-4	-2	0	4
Cc1cc(SCC(=O)c2ccc3c(c2)OCO3)nc2ccccc12	-2	24	2	1	-0.1	x	-10	2	-3	5
CCc1cccc(C)c1NC(=O)C1=C(C(=O)O)CCCC1	-8	4	8	4	1.4	x	-11	0	-10	0
CC(C)c1nc2ccc(C(=O)O)cc2[nH]1	43	3	-43	0	1.1	2	5	-4	14	0
Cc1ccc(OCC(=O)NNC(=S)NC(=O)c2ccc(Br)o2)c(C)c1	-2	-9	2	0	0.5	-1	-18	4	10	-3
Fc1ccc(-n2c(-c3cccs3)nc3nc4ccccc4nc32)cc1	31	5	-31	-3	0.5	1	-6	-21	-6	4
COc1ccc(S(=O)(=O)N2CCC(C(=O)NC3CC3)CC2)cc1OC	12	17	-12	-1	1.4	0	-14	0	6	10
COc1ccc(NS(=O)(=O)c2ccc(C)c(C(=O)N(C)CC(=O)Nc3cccc(OC)c3)c2)cc1	-15	-8	15	-6	0.3	-1	-1	-17	6	3
CCC(C)(C)n1nnnc1CN1CCN(c2ccc(OC)cc2)CC1	-6	5	6	6	-5.2	-3	-28	-7	-4	-1
COC(=O)C1CSC(C(=O)OC)N1C(=O)Nc1ccc(Cl)c(Cl)c1 (stereo not given)	19	2	-19	-2	-0.1	x	-18	-1	-1	-8
COc1ccc(C(=O)N2CCN(Cc3ccccn3)CC2)cc1	7	5	-7	-5	-1.0	2	-12	-2	-7	1
O=C(NCc1nc(-c2ccccc2)no1)c1ccc2c(c1)OCO2	22	-2	-22	2	5.3	-4	8	-5	x	-1
CCc1ccccc1NC(=O)CSc1nnc([C@@H](NC(=O)OC(C)(C)C)C(C)CC)o1 (stereo not given in full)	-21	x	21	-3	-0.2	31*	-3	-7	x	1
COc1ccc(Cl)cc1NCCC(O)c1ccc(F)cc1 (stereo not given)	-35	5	35	-4	1.5	0	-6	-4	7	2

Given with values under each structure: entries from further up.
Each structure is followed by: SR-BI uptake up | MITF act | SR-BI HDL uptake | cardiac RTF act | CDK5 p35 inh | Wnt bcat act | PvdQ inh | dFosB activator | Rtt109 Vps75 | HTR5A ag ctr
Cc1ccc(-c2noc(C3CCCN(C(=O)c4c(F)cccc4F)C3)n2)cc1 (stereo not given)
  -7 | -5 | 7 | 2 | -0.2 | x | -6 | -15 | 1 | 1
Cc1ccccc1-c1n[nH]c(=S)n1/N=C/c1ccc(-c2ccccc2Br)o1
  6 | -10 | -6 | 13 | -3.9 | 0 | -8 | 4 | 1 | -1
CC1(C)CC(NC(=O)CCC2CCCC2)CC(C)(C)N1
  21 | 6 | -21 | 0 | -0.2 | x | -4 | -2 | 0 | 4
Cc1cc(SCC(=O)c2ccc3c(c2)OCO3)nc2ccccc12
  -2 | 24 | 2 | 1 | -0.1 | x | -10 | 2 | -3 | 5
CCc1cccc(C)c1NC(=O)C1=C(C(=O)O)CCCC1
  -8 | 4 | 8 | 4 | 1.4 | x | -11 | 0 | -10 | 0
CC(C)c1nc2ccc(C(=O)O)cc2[nH]1
  43 | 3 | -43 | 0 | 1.1 | 2 | 5 | -4 | 14 | 0
Cc1ccc(OCC(=O)NNC(=S)NC(=O)c2ccc(Br)o2)c(C)c1
  -2 | -9 | 2 | 0 | 0.5 | -1 | -18 | 4 | 10 | -3
Fc1ccc(-n2c(-c3cccs3)nc3nc4ccccc4nc32)cc1
  31 | 5 | -31 | -3 | 0.5 | 1 | -6 | -21 | -6 | 4
COc1ccc(S(=O)(=O)N2CCC(C(=O)NC3CC3)CC2)cc1OC
  12 | 17 | -12 | -1 | 1.4 | 0 | -14 | 0 | 6 | 10
COc1ccc(NS(=O)(=O)c2ccc(C)c(C(=O)N(C)CC(=O)Nc3cccc(OC)c3)c2)cc1
  -15 | -8 | 15 | -6 | 0.3 | -1 | -1 | -17 | 6 | 3
CCC(C)(C)n1nnnc1CN1CCN(c2ccc(OC)cc2)CC1
  -6 | 5 | 6 | 6 | -5.2 | -3 | -28 | -7 | -4 | -1
COC(=O)C1CSC(C(=O)OC)N1C(=O)Nc1ccc(Cl)c(Cl)c1 (stereo not given)
  19 | 2 | -19 | -2 | -0.1 | x | -18 | -1 | -1 | -8
COc1ccc(C(=O)N2CCN(Cc3ccccn3)CC2)cc1
  7 | 5 | -7 | -5 | -1.0 | 2 | -12 | -2 | -7 | 1
O=C(NCc1nc(-c2ccccc2)no1)c1ccc2c(c1)OCO2
  22 | -2 | -22 | 2 | 5.3 | -4 | 8 | -5 | x | -1
